High-throughput results: PubChem, National Center for Advancing Translational Sciences (NCATS)
GAA glycogen mod – inhibitors or activators of human alpha-glucosidase glycogen cleavage; P10253; recombinant GAA, glycogen substrate, Amplex Red glucose oxidase fluorescence; Potency, µM (doses to about 76.4 µM), inactives show top-dose activity change, negative = inhibition, most hits filed as inhibitors; actives 0.38% (n = 300,000); active means well fitted inhibition curve with a large enough effect; inconclusive means small, poorly fitted or top-dose-only effect, or another doubt; inactive means no such curve, though single readings can be large or run the other way;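 further: 0% = full enzyme reaction and -100% = no-enzyme basal signal; the screen sought inhibitors and activators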
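qHTS, 1536-well; enzyme 4 nM final; cpd up to 77 uM; substrate bovine liver glycogen 30 ug; 50 mM citrate/phosphate pH 5.0, 0.01% Tween-20; 37 C, 40 min; Amplex Red detection 45 min RT; Hill fit → AC50.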
Numbers without * were called inactive; ? = inconclusive; [ ] = remark or other dose. Potency means the concentration at half of the fitted maximal effect. Not all compounds are listed; rates above refer to the full screens.

SMILES	GAA glycogen mod
CCn1nnnc1SCC(=O)Nc1ccc(N(C)C)cc1	-10%
CSc1nc(N2CCOCC2)c2c(c1C#N)CC(C(C)C)OC2 (stereo not drawn)	-3%
CCCn1c(N)c(N(CCOC)C(=O)c2ccccc2F)c(=O)[nH]c1=O	16%
O=C(NCc1ccncc1)C12CC3CC(CC(Cl)(C3)C1)C2	-6%
CCCc1ccc(OCC(O)CN2CCN(c3ccccn3)CC2)cc1 (stereo not drawn)	-3%[76.3 µM]
CCN(CC)S(=O)(=O)c1ccc(NC(=O)CNC2CCCCC2)cc1	-1%
Cc1ccc(CN2CCC(n3nccc3NC(=O)C3CCOC3)CC2)cc1 (stereo not drawn)	1%[76.3 µM]
O=C(NNS(=O)(=O)c1ccccc1[N+](=O)[O-])c1cccc(Br)c1	2%[76.3 µM]
COc1ccccc1CNC(=O)COC(=O)c1cccc(S(=O)(=O)N2CCCC2)c1	0%[76.3 µM]
C/C(=N\NC(=O)c1c(C)nc2ccccn12)c1ccccc1F	-1%
O=C(O)c1ccccc1CSc1nc2ccccc2s1	9%
CCc1ccc(NC(=O)c2ccc(S(=O)(=O)NCc3cccnc3)cc2)cc1	1%
CC1=C(C)CC(C(=O)NCCc2ccc(F)cc2)C(C(=O)O)C1 (stereo not drawn)	-1%[76.3 µM]
CCOC(=O)c1ccc(N2CCOCC2)c(NS(=O)(=O)c2ccc(F)cc2)c1	-9%[76.3 µM]
COc1ccc(N(C(=O)c2cnccn2)C(C(=O)NC2CCCCC2)c2cc(OC)c(OC)c(OC)c2)cc1 (stereo not drawn)	10%
COc1ccc([C@@H]2[C@@H]3C(=O)N(C(C)(C)C)C(=O)[C@@H]3[C@]3(C)C(=O)N(c4cccc(Br)c4)C(=O)N23)cc1	-8%[76.3 µM]
COc1ccc(CN(C(=O)c2oc3cc(C)ccc3c2C)C2CCS(=O)(=O)C2)cc1OC (stereo not drawn)	-3%[76.3 µM]
O=C(Nc1cccnc1Cl)c1cc(-c2ccc(F)cc2)on1	-7%[76.3 µM]
O=C(Nc1ccc(NC(=O)c2cccnc2Cl)cc1)c1cccc(Cl)c1	3%
O=c1cc(CN2CCN(Cc3ccccc3)CC2)c2cc(O)ccc2o1	0%
Cc1ccc(SCC(=O)NC2CC2)cc1	1%[76.3 µM]
CC(C)Oc1ccccc1C1(c2ccccc2)NC(=O)NC1=O (stereo not drawn)	?
COc1ccc(CNC(=S)NCc2ccc(F)cc2)cc1OC	-8%[76.3 µM]
C/C(=N\Nc1ccc(C)c(Cl)c1)c1cccnc1	?
COCCn1c(SCC(=O)Nc2cccc(F)c2)nc2c([nH]c3ccccc32)c1=O	-8%[76.3 µM]

Other records follow.
SMILES	GAA glycogen mod
CCOc1ccc(/C=C2\SC(=S)N(CCC(=O)N(CCO)c3ccccc3)C2=O)cc1	-2%[76.3 µM]
Cn1c(COc2ccc(C(=O)O)cc2)nc2ccccc21	4%
COCCNC(=O)c1cc2c(=O)[nH]c3ccccc3c2s1	-2%
CCn1ncc(CN2CCC(Oc3cc(C(=O)NC4CC4)ccc3OC)CC2)c1C	-1%[76.3 µM]
Cc1ccc(SCC(=O)NNC(=O)c2ccccc2)cc1C	-8%
O=C(NC1CCCCC1)c1cccnc1Sc1ccccc1	2%[76.3 µM]
CCc1ccc(CCC(=O)Nc2ccc(Br)cc2)o1	-9%[76.3 µM]
CCOC(=O)c1ccc(S(=O)(=O)Nc2ccc(N3CCOCC3)cc2)cc1	5%
COc1ccc(N2CCN(C(c3cccs3)C(C)NC(=O)C(=O)N3CCCCC3)CC2)cc1 (stereo not drawn)	-8%[76.3 µM]
CC(C)c1ccc(OCCCN2CCCC2)cc1	6%
O=C1Cc2ccccc2C(=O)N1Cc1cccc(Cl)c1	2%
Cc1ccc([N+](=O)[O-])cc1NC(=O)CSc1n[nH]c(-c2cccnc2)n1	-12%
C=Cc1ccc(Cn2c(=O)n(C)c(=O)c3sccc32)cc1	5%[76.3 µM]
CCN(CC(=O)Nc1cccc(OC)c1)CC(=O)Nc1ccccc1C	-5%
CCN(CC)S(=O)(=O)c1ccc(C(C)NC(=O)Cc2c[nH]c3ccccc23)cc1 (stereo not drawn)	1%
Cc1ccc(-n2[nH]c(C)c(/C=N/NC(=O)c3ccc(O)cc3O)c2=O)cc1	-6%
C=CCn1c(SCC(=O)NC2CC2)nnc1-c1ccccn1	-4%[76.3 µM]
Cc1ccc(Cc2c(C)nc3nc(SCC(=O)NCCCN4CCCC4)nn3c2C)cc1	-10%
COC(=O)c1ccc(C(=O)NC2CCSc3ccccc32)cc1 (stereo not drawn)	3%
CC#CC(=O)NCC1(N(C)Cc2ccccc2)Cc2ccccc2C1	1%[76.3 µM]
O=c1[nH]c(C2CCN(S(=O)(=O)c3ccc4c(c3)OCCO4)CC2)nc2c1nnn2Cc1c(F)cccc1Cl	-26%[76.3 µM]
CCOc1ccccc1N(C(=O)c1ccco1)C(C(=O)NC1CCCC1)c1cccs1 (stereo not drawn)	1%
C[C@@H]1NC(=O)/C(=C\c2ccccc2Br)NC1=O	2%
O=C1CN(C(=O)NCC(=O)N[C@H](Cc2ccccc2)C(=O)O)c2ccccc2N1	23%[76.3 µM]
CCCOc1ccc(CNC(=S)Nc2ccccc2)cc1Cl	4%

Following part
SMILES	GAA glycogen mod
O=C(NCCN1CCCCC1)Nc1ccc(F)cc1F	-13%[76.3 µM]
CC(C)(C)c1ccc(N2C(=O)CC(c3ccccc3)C2=O)cc1 (stereo not drawn)	1%
Cc1ccc(C(C(=O)NC(C)(C)C)N(CC2CCCO2)C(=O)c2csnn2)cc1 (stereo not drawn)	0%
CCOc1ccc(S(=O)(=O)N2CCN(CC)CC2)cc1NC(=O)c1ccccc1F	-12%
CCOP(=O)(c1ccccc1)C(O)c1ccc([N+](=O)[O-])cc1 (stereo not drawn)	-4%[76.3 µM]
Cc1cccc(N2CCN(C(=O)c3ccnn3C)CC2)c1C	3%[76.3 µM]
C=C1CCc2c([nH]c3ccc(OCC(C)C)cc23)C1=O	4%
COc1ccc(OC)c(NC(=O)C2CC2c2ccccc2)c1 (stereo not drawn)	-10%[76.3 µM]
COCC(=O)N(Cc1cc2ccc(C)cc2[nH]c1=O)c1ccccc1C	-16%[76.3 µM]
CCOC(=O)Nc1ccc2c(c1)N(C(=O)CN)c1ccccc1CC2	9%[76.3 µM]
CC(NC(=O)C(=O)N1CCOCC1)C(c1cccs1)N1CCN(c2ccccc2)CC1 (stereo not drawn)	-11%[76.3 µM]
CCCNC(=O)N1CCN(C(c2ccccc2)c2ccccc2)CC1	-10%[76.3 µM]
O=C(O)C1CCN(S(=O)(=O)c2cccs2)CC1	-9%[76.3 µM]
COc1ccc(CN2CCN(C(C)C(=O)N3CCc4ccccc43)CC2)cc1OC (stereo not drawn)	-1%
O=C(CC1C(=O)NCCN1Cc1cccc(F)c1F)NCCCC1CCCC1 (stereo not drawn)	-9%[76.3 µM]
Cc1ccc(C(=O)Nc2cc3[nH]c(=O)oc3cc2C)cc1	-15%
CCOC(=O)C1CCN(C(=O)CSc2nc(N)cc(=O)[nH]2)CC1	-10%
CCC(OCC(O)CN1CCCCC1)c1ccccc1 (stereo not drawn)	-4%[76.3 µM]
NC(=O)CN1C(=O)C(=O)N(Cc2cccc(Cl)c2)C1=O	-7%
CC(C)OCCCNC(=O)C1CC(=O)N(CCc2ccccc2)C1 (stereo not drawn)	-1%
O=C(COC(=O)c1cc(F)cc(F)c1)NCCCc1ccccc1	-3%
CCOc1cc(NC(=O)C(C)C)c(OCC)cc1NC(=O)Nc1ccccc1	-19%[76.3 µM]
CC1(C)C2CCC1(C)C(NCC(O)COc1ccc(C#N)cc1)C2 (stereo not drawn)	-10%
CCc1ccc(C(O)(CC(C)C)C(CN2CCOCC2)c2ccccc2)cc1 (stereo not drawn)	-3%
CCN(CC(=O)Nc1c(F)cccc1F)C(=O)CCc1nc2cc(S(=O)(=O)N(C)C)ccc2n1CC	-6%[76.3 µM]

Some of the entries above in another layout.
GAA glycogen mod	SMILES
4%	C=C1CCc2c([nH]c3ccc(OCC(C)C)cc23)C1=O
-11%[76.3 µM]	CC(NC(=O)C(=O)N1CCOCC1)C(c1cccs1)N1CCN(c2ccccc2)CC1 (stereo not drawn)
-7%	NC(=O)CN1C(=O)C(=O)N(Cc2cccc(Cl)c2)C1=O
-10%	CC1(C)C2CCC1(C)C(NCC(O)COc1ccc(C#N)cc1)C2 (stereo not drawn)
-15%	Cc1ccc(C(=O)Nc2cc3[nH]c(=O)oc3cc2C)cc1

(cont.)
SMILES	GAA glycogen mod
CCc1ccc(N2CCN(C(=O)c3ccc4c(c3)OCO4)CC2)cc1	-1%[76.3 µM]
CC(Nc1ncnc2ccccc12)c1ccccc1 (stereo not drawn)	1%[76.3 µM]
CCn1nc(NS(=O)(=O)c2ccccc2[N+](=O)[O-])c2cc3ccc(C)cc3nc21	-15%[76.3 µM]
COc1cccc(NC(=O)c2nc(SC)ncc2Cl)c1	-1%[76.3 µM]
O=C(Nc1cc(S(=O)(=O)N2CCCCC2)ccc1Oc1ccccc1)C1=COCCO1	-8%[76.3 µM]
CC(C)CN1CCN(Cc2c[nH]c3ccccc23)CC1CCO (stereo not drawn)	17%[76.3 µM]
CCCn1c(-c2ccc(C(=O)OC)cc2)nc2c1c(=O)[nH]c(=O)n2Cc1ccccc1	7%
COc1cc(-c2cc(C(=O)Nc3cccc(S(=O)(=O)N(C)C)c3)c3ccccc3n2)cc(OC)c1OC	9%
C/C(=N\NC(=O)c1cccc2ccccc12)c1cccnc1	-13%[76.3 µM]
COC(=O)c1ccc(C(=O)OC)c(NC(=S)N2CCCC2)c1	-4%
CCOc1ccc(C2CC(=O)NC2=O)cc1 (stereo not drawn)	3%
CC1=CC(=O)C(C(C)C)=C/C1=C(\c1cc(C(C)C)c(OP(=O)(O)O)cc1C)c1ccccc1C(=O)O	-7%
Cc1onc(-c2ccccc2Cl)c1C(=O)N1CCC(Cc2ccccc2)CC1	5%[76.3 µM]
CCCCN1C[C@H](C)[C@@H](CC(=O)NCc2ccccc2)C1=O	-2%[76.3 µM]
COc1cccc(C(=O)Nc2ccc3[nH]ncc3c2)c1	19%[76.3 µM]
COc1ccccc1NC(=O)c1c([N+](=O)[O-])cnn1C	13%[76.3 µM]
CCn1c(CNC(=O)c2cccc(C)c2)nnc1SCC(=O)NC1CCCC1	3%
COc1ccc(-n2c(-c3ccc(Cl)cc3)c[nH]c2=S)cc1	-3%
CN(C)CCCN(C(=O)c1ccc(S(=O)(=O)N2CCCC2)cc1)c1nc2ccc(Br)cc2s1	-1%[76.3 µM]
CC(Oc1cc2oc(=O)c3c(c2cc1Cl)CCCC3)C(=O)NCc1cccnc1 (stereo not drawn)	-6%[76.3 µM]
COc1ccccc1NC(=O)CCn1c(=O)c2cccn2c2ccccc21	-8%[76.3 µM]
COc1ccc(C(c2c(C)n(C)n(-c3ccccc3)c2=O)c2c(C)n(C)n(-c3ccccc3)c2=O)cc1	0%[76.3 µM]
COCc1nnc(NC(=O)CCc2ccc(OC)cc2)s1	-5%[76.3 µM]
CC(C)(C)C(=O)Nc1c2c(nn1-c1cccc(Cl)c1)CS(=O)(=O)C2	5%
Cc1ccc(CCNC(=O)C2CCC(=O)N(Cc3ccccc3F)C2)o1 (stereo not drawn)	-4%[76.3 µM]

Exported as labelled records: 2 of the compounds above
CCOc1ccc(C2CC(=O)NC2=O)cc1 (stereo not drawn)
  GAA glycogen mod: 3%

CC1=CC(=O)C(C(C)C)=C/C1=C(\c1cc(C(C)C)c(OP(=O)(O)O)cc1C)c1ccccc1C(=O)O
  GAA glycogen mod: -7%

Exported as a markdown table: part of the list above
| Molecule | GAA glycogen mod |
| --- | --- |
| O=C(Nc1cccnc1Cl)c1cc(-c2ccc(F)cc2)on1 | -7%[76.3 µM] |
| O=C(Nc1ccc(NC(=O)c2cccnc2Cl)cc1)c1cccc(Cl)c1 | 3% |
| O=c1cc(CN2CCN(Cc3ccccc3)CC2)c2cc(O)ccc2o1 | 0% |
| Cc1ccc(SCC(=O)NC2CC2)cc1 | 1%[76.3 µM] |

(listing goes on)
SMILES	GAA glycogen mod
Cc1c(NS(=O)(=O)c2ccc([N+](=O)[O-])cc2)c(=O)n(-c2ccccc2)n1C	-2%[76.3 µM]
Cc1cccc(N(CC(=O)NC2CC2)S(=O)(=O)c2ccc(Cl)cc2)c1	-2%[76.3 µM]
O=C(NCC(=O)N1CCN(c2ccccn2)CC1)c1ccc(Br)o1	5%[76.3 µM]
Cc1cccc(C(=O)NCC(=O)N2CCN(c3ccc(Cl)cc3)CC2)c1	1%
CCOC(=O)CNC(=O)CCc1nnc2ccc(N3CCC(C)CC3)nn12	5%
Cc1ccnc(NC(=O)C2CCCN(S(=O)(=O)c3ccc4[nH]c(=O)ccc4c3)C2)c1 (stereo not drawn)	0%[76.3 µM]
Cc1cccc2c1cnn2C(=O)CCC(=O)N1CC(C)CC(C)C1 (stereo not drawn)	-12%[76.3 µM]
CC(CCc1ccccc1)NC(=O)CCC(=O)N1CCC(C(N)=O)CC1 (stereo not drawn)	7%[76.3 µM]

Ordered by number of heavy atoms (rising): 3 of the compounds above.
SMILES	GAA glycogen mod
O=C(NCC(=O)N1CCN(c2ccccn2)CC1)c1ccc(Br)o1	5%[76.3 µM]
Cc1cccc(N(CC(=O)NC2CC2)S(=O)(=O)c2ccc(Cl)cc2)c1	-2%[76.3 µM]
CCOC(=O)CNC(=O)CCc1nnc2ccc(N3CCC(C)CC3)nn12	5%
